Assay outcomes: PubChem, National Center for Advancing Translational Sciences (NCATS)
S-ASM inh: Inhibitors of Secretory Acid Sphingomyelinase (S-ASM): qHTS. Sphingomyelin phosphodiesterase (Homo sapiens), P17405. placental ASM, HMU-PC fluorogenic substrate, 60 min. Potency, µM (highest dose often 57.5 µM), without a hit: at the top dose activity change, negative = inhibition, actives largely listed as inhibitors. 340,000 tested, 0.006% active. AID 504937, 2011; also: potency is read from the fitted curve at half-maximal effect
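Steps: dispense placental human ASM, pin compound, wait 10 min at room temperature, add HMU-PC0 substrate at 9 uM final, incubate 60 min at 37 °C, add stop solution raising pH to 10, read fluorescence.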
A-T KAP1 phos: qHTS Assay for Identifying a Potential Treatment of Ataxia-Telangiectasia; […] A-T fibroblasts, KAP-1 phosphorylation AlphaLISA; neocarzinostatin DNA damage 30 min before lysis; Potency, µM (doses to about 57.5 µM), for the others: at the highest dose activation, usual class: activators; 320,000 tested, 0.19% active; AID 485349, 2010; also: potency is read from the fitted curve at half-maximal effect; % of control where 0% means no effect; nearly all actives have a fitted effect of over 45% in size
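hTERT-immortalized A-T patient fibroblasts ([…]), 500 cells/well in OPTI-MEM, 1% FBS, got compounds for 60 min, then NCS for 30 min at 37C. Lysates were then assayed for phospho-KAP-1 by AlphaLISA (anti-pKAP1 donor, anti-KAP1 acceptor beads), 6 hr at 25C.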
MBNL1-CUG inh: qHTS Assay for Inhibitors of MBNL1-poly(CUG) RNA binding. Muscleblind-like protein 1 (Homo sapiens), Q9NR56. TR-FRET MBNL1-His/biotin-(CUG)12 binding, 665/545 ratio. Potency, µM (doses to about 57.5 µM), without a hit: at the highest dose activity change, negative = inhibition, usual class: inhibitors. 280,000 tested, 0.036% active; active = well fitted inhibition curve with a large enough effect in the signal ratio, with a control signal flat, not every such curve was filed as active; inconclusive = small, poorly fitted or top-dose-only effect, or effect the other way, or a change in a side signal; inactive = no such curve, though single readings can be large or run the other way; the % refers to the signal ratio; also: potency is read from the fitted curve at half-maximal effect; % is scaled to controls: 0 for no effect and ±100 for the full control effect
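Ratiometric TR-FRET (665 over 545 nm, excitation 340 nm) tracks disruption of MBNL1-His/biotin-(CUG)12 complex after 60 min at room temperature, with compounds at 92 nM to 58 uM final.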
TCR activator: Activators of T cell receptors: qHTS campaign; primary human leukocytes, anti-CD3, IL-2 HTRF, 48 h; Potency, µM (top dose mostly 9.22 µM), without a hit: at the top dose activation of IL-2 secretion, actives largely listed as activators; 330,000 tested, under 10 active; also: % of control where 0% means no effect
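Readout: HTRF IL-2, Eu-cryptate/d2 antibody pair, 320nm excitation, 665nm emission. Stimulus: a-CD3 beads, no co-stimulation. Cells: primary human leukocytes. Exposure: 48 hr with compound.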
TSHR antag: Antagonists of the Thyroid Stimulating Hormone Receptor: HTS campaign. activity change, negative = inhibition, % at 11.5 µM. 330,000 tested, 0.2% active. TSHR-expressing cells, TSH-stimulated cAMP HTRF, 2 h; hits give low values;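 active = activity change below a set negative limit, meaning inhibition stronger than a set level, cut at about -70% in these data; inconclusive = activity change between two set negative limits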; also: % is scaled to controls: 0 for no effect and ±100 for the full control effect
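Freshly harvested TSHR cells receive pin-tooled compound, then EC80 TSH at 4nM final. After 2 hours at 37 deg C, antibody in lysis buffer and cAMP-d2 are added; 30 minutes at ambient temperature precede the HTRF read.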
PTAP TSG101 blk: qHTS Assay for Iinhibitors of HIV-1 Budding by Blocking the Interaction of PTAP/TSG101; 340,000 tested, under 10 active; Tumor susceptibility gene 101 protein (Homo sapiens), Q99816; Potency, µM (doses to about 115 µM), for inactives: at the top dose activity change, negative = inhibition, hits mostly inhibitors; Fluorescence polarization, FITC-PTAP peptide / Tsg101 binding; active = well fitted inhibition curve with a large enough effect in the main read-out, with a control signal flat, not every such curve was filed as active; inconclusive = small, poorly fitted or top-dose-only effect, or effect the other way, or a change in a side signal; inactive = no such curve, though single readings can be large or run the other way; also: potency is read from the fitted curve at half-maximal effect; % of control where 0% means no effect
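Fluorescence anisotropy tracks displacement of a FITC-tagged PTAP peptide (50 nM) from the Tsg101 binding domain (10 uM), following a 20 min room-temperature incubation at pH 7.5.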
Menin MLL FP TR: qHTS Assay for Inhibitors Targeting the Menin-MLL Interaction in MLL Related Leukemias: Competition With Texas Red Labeled MLL-derived Mutant Peptide; O00255; AID 1768, 2009; 270,000 tested, 0.23% active; Menin + Texas Red MLL mutant peptide, fluorescence polarization; Potency, µM (highest dose often 61.6 µM), inactives show top-dose FP activity change, negative = inhibition, usual class: inhibitors; active = well fitted inhibition curve with a large enough effect in the polarisation, with a control signal flat, not every such curve was filed as active; inconclusive = small, poorly fitted or top-dose-only effect, or effect the other way, or a change in a side signal; inactive = no such curve, though single readings can be large or run the other way; the % refers to the polarisation; also: potency is read from the fitted curve at half-maximal effect; % of control where 0% means no effect; many of its hits are not listed in these tables
MLL CXXC-DNA inh: qHTS Fluorescence Polarization Assay for Inhibitors of MLL CXXC domain - DNA interaction | Histone-lysine N-methyltransferase 2A (Homo sapiens), Q03164 | MLL-CXXC / FITC-HOXA9 DNA fluorescence polarization | Potency, µM (highest dose often 115 µM), for the others: at the highest dose activity change, negative = inhibition, actives largely listed as inhibitors | 290,000 tested, 0.037% active | AID 2662, 2010; active = well fitted inhibition curve with a large enough effect in the polarisation, with a control signal flat, not every such curve was filed as active; inconclusive = small, poorly fitted or top-dose-only effect, or effect the other way, or a change in a side signal; inactive = no such curve, though single readings can be large or run the other way; the % refers to the polarisation; also: potency is read from the fitted curve at half-maximal effect
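Steps: dispense CXXC domain solution (7 uM) → pin compounds or unlabeled HOX-A9 DNA control → 5 min ambient → add FLSN-HOX-A9 solution (50 nM) → spin → 30 min ambient → fluorescence polarization. Tris pH 7.5/NaCl/DTT/BSA buffer.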
Mito fusion act: qHTS Assay for Small Molecule Inhibitors of Mitochondrial Division or Activators of Mitochondrial Fusion. S. cerevisiae fusion-defective mutant growth rescue, CellTiterGlo 48 h. Potency, µM (top dose mostly 46.1 µM), without a hit: top-dose growth rescue (activation), usual class: activators. 320,000 tested, 0.23% active;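 also: potency is read from the fitted curve at half-maximal effect; % of control where 0% means no effect; nearly all actives have a fitted effect of over 45% in size; temperature-sensitive fusion mutants such as fzo1-1 at 37 °C on non-fermentable ethanol glycerol medium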
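S. cerevisiae fusion-defective temperature-sensitive mutants (e.g. fzo1-1, mgm1-5) grown 48 h at 37C in YPEG (ethanol/glycerol non-fermentable) medium with 23 nl compound per well; growth rescue read as CellTiterGlo luminescence.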
a7 integrin act: qHTS for Activators of Integrin-Mediated Alleviation for Muscular Dystrophy | alpha7betagal myoblasts, beta-gal FDG fluorescence, 48 h | Potency, µM (series often up to 38.3 µM), for inactives: at the highest dose activation, hits mostly activators | 350,000 tested, 0.064% active;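 also: potency is read from the fitted curve at half-maximal effect; 100% = response of the positive control SU9516; nearly all actives have a fitted effect of over 60% in size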
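Alpha7betagal+/- myoblasts (passage 13) were plated 16-24 hr, then exposed to compounds (1:260 dilution of DMSO stock) for 48 hours at 37C. After MPER lysis, β-galactosidase reporter activity was read as FDG fluorescence (ex 480/em 540) after 30 minutes.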
Active calls of the source: *; ? = inconclusive; . = not tested or not shown; [ ] = remark or other dose. Unless noted, calls follow the shape of the dose curve; as a rule, active = well fitted curve in the direction sought with a large enough effect; inconclusive = small, poorly fitted or top-dose-only effect, or another doubt; inactive = no such curve, though single readings can be large; an effect the other way counts as inactive or inconclusive.

SMILES	S-ASM inh	A-T KAP1 phos	MBNL1-CUG inh	TCR activator	TSHR antag	PTAP TSG101 blk	Menin MLL FP TR	MLL CXXC-DNA inh	Mito fusion act	a7 integrin act
CC(=O)Nc1cccc(-c2nc3ccccc3c(=O)o2)c1	1%	1%	7%	6%	-7	-5%	52%[activator]	9%	0%	-3%
COc1ccc(-n2nc(C)c3c(=O)c4c([nH]c32)CCCC4)cc1	3%	-2%	-2%	-2%	-3	-2%	-11%	10%	-5%	-42%
C/C(=N\NC(=O)Cc1ccccc1)c1cccs1	-1%	-3%	5%	-3%	8	-5%	5%	5%	-1%	7%
Nc1c2c(nn1-c1ccc(C(=O)O)cc1)CNC2	-1%	0%	-1%	-4%	4	-1%	-21%	17%	13%	9%
Cc1ccc(-c2nc3ccccc3c(C(=O)NCc3cccs3)c2C)cc1	-17%	4%	1%	-3%	-6	1%	-7%	-5%	21%	-29%
CCN(CC(=O)NCc1cccs1)S(=O)(=O)c1ccc(C(C)C)cc1	-6%	18%	3%	0%	-16	1%	-29%	-15%	-2%	3%
CC(Oc1cccc(F)c1)C(=O)Nc1ccc(N2CCOCC2)cc1 (stereo not drawn)	3%	-15%	.	1%	6	-4%	.	.	2%	-16%
Cc1cc(C(=O)CSc2nnc(N)s2)c(C)n1CCc1ccc(Cl)cc1	-2%	-5%	4%	-2%	-2	-8%	10%	1%	9%	3%
C=CCNc1nc(-c2c(C)nc3sccn23)cs1	0%	0%	-4%	4%[46.1 µM]	-6	-1%	-5%	7%	1%	-50%[inhibitor]
Cc1ccc(/C=C/C(=O)N2CCN(S(=O)(=O)c3cccs3)CC2)o1	0%	1%	0%	7%	-9	-5%	.	-4%	3%	-15%
CC(=O)c1cc(F)c(N2CCCCCC2)cc1C	-5%	30%	2%	2%[46.1 µM]	-11	-3%	-23%	1%	5%	-16%
CCN(CC)S(=O)(=O)c1ccc(N2CC(C(=O)NC3(C)CCS(=O)(=O)C3)CC2=O)cc1 (stereo not drawn)	5%	-4%	.	6%	9	-5%	.	.	-2%	1%
Cc1ccc(-c2nnc3n2CCCCC3)cc1	-3%	.	4%	-15%	.	-4%	-4%	1%	-4%	8%
N#Cc1ccccc1CSc1ncccc1C(=O)O	1%	13%	-14%	2%	28	2%	11%	-6%	-11%	-21%
O=C(c1ccc(NS(=O)(=O)c2ccc(F)cc2)cc1)N1CCC1	3%	6%	.	6%	8	-1%	.	.	2%	2%
O=C(C1CCC1)N1CCN(c2ccccc2)CC1	0%	-1%	-2%	-8%	-12	-1%	-8%	-2%	-1%	0%
Cc1cc(C)c2c(=O)[nH]c(SCC(=O)NCCc3ccccc3)nc2n1	0%	0%	-10%	-3%[46.1 µM]	-3	0%	-7%	3%	-2%	-14%
CC/C(=C\C(=O)c1cccnc1)Nc1ccc(C)c(C)c1	1%	2%	0%	-4%	-8	1%	?	-1%	-1%	-9%
COc1ccccc1CNC(=O)COC(=O)Cc1cccs1	5%	-1%	-10%	-2%	0	0%	-15%	-3%	-5%	8%
CC[C@H](C)C(=O)N[C@H]1CCCN1C(=O)/C=C/c1ccccc1	-2%	0%	.	-2%	-9	-3%	.	.	-1%	16%
Cc1ccc(SCCN2CCC(O)CCC2=O)cc1 (stereo not drawn)	7%	1%	-1%	8%	3	1%	-3%	12%	0%	1%
O=C(c1ccccc1)c1c[nH]c2cc3c(cc2c1=O)OCO3	.	-1%	-8%	1%[46.1 µM]	-12	.	9%	14%	-4%	.
O=C(NCCN1CCN(Cc2ccccc2)CC1)Nc1cc(Cl)cc(Cl)c1	-5%	-2%	.	1%	-6	-5%	.	10%	1%	-51%[inhibitor]
COc1cccc2c1CCC(NC(C)=O)C2=O (stereo not drawn)	-2%	10%	20%	-1%[46.1 µM]	-5	-2%	1%	10%	-1%	-18%
C=CCN1C=CC(=O)CC1	2%	-10%	-11%	0%	5	-1%	.	10%	-3%	39%
O=C(CCCn1c(SCC(=O)NCC2CCCO2)nc2ccccc2c1=O)NCc1ccccc1 (stereo not drawn)	-1%	3%	-21%	-5%	6	-1%	-12%	-4%	-1%	0%
CCc1ccc(-c2cc(C)no2)cc1S(=O)(=O)NCCN1CCC(C)CC1	2%	0%	-8%	-1%	-7	-1%	-5%	16%	-7%	-67%[inhibitor]
CCOc1ccc(CN2CCC(n3nccc3NC(=O)c3ccccc3OC)CC2)cc1	0%	4%	1%	8%	-15	-7%	-27%	-5%	-1%	-29%
O=[N+]([O-])c1ccc(CSc2nnc3ccccn23)cc1	3%	0%	?	3%	10	0%	-2%	2%	-8%	4%
CCOCCc1nnc(NC(=O)C2CC(=O)N(CCc3ccc(F)cc3)C2)s1 (stereo not drawn)	-1%	4%	-8%	-2%	3	-1%	-4%	1%	-7%	10%
Cc1cc(C)nc(CCNC(=O)c2cc(COc3ccccc3)on2)n1	3%	15%	1%	-19%	3	-1%	.	3%	-2%	15%
COc1ccc(Cl)cc1S(=O)(=O)NCc1cccs1	1%	10%	4%	0%	-6	-8%	-19%	4%	9%	17%
CCN(CC)CCN1C(=O)c2oc3ccccc3c(=O)c2C1c1cccc(Br)c1 (stereo not drawn)	-3%	5%	10%	-3%	1	-5%	-11%	-4%	-1%	17%
COc1ccc(C)cc1Nc1ccc(C(=O)O)cc1[N+](=O)[O-]	9%	-4%	?	-1%	-11	-1%	4%	1%	-7%	13%
COc1ccc(S(=O)(=O)Cc2ccc(C(=O)N3CCN(c4ncccn4)CC3)o2)cc1	3%	.	.	-3%	.	-2%	.	.	.	0%
CCOc1ccc(CCNC(=O)COC(=O)c2ccc(S(C)(=O)=O)cc2)cc1OCC	0%	0%	.	-12%	11	1%	.	.	-12%	-11%
O=C(NCC(c1cccs1)N1CCOCC1)c1ccc(Cl)c([N+](=O)[O-])c1 (stereo not drawn)	2%	-4%	?	4%[46.1 µM]	-23	-3%	-2%	?	-2%	-48%[inhibitor]
Cc1ccccc1NC(=S)c1ccc2ccccc2n1	-3%	6%	10%	-2%	-25	2%	?	3%	-21%	-18%
CC(C)(C)NC(=O)C(c1cccnc1)N(C(=O)c1ccc(Cl)nc1)C1CCCC1 (stereo not drawn)	0%	1%	?	.	-9	-1%	?	8%	6%	-3%

Some values from above.
`COc1ccc(C)cc1Nc1ccc(C(=O)O)cc1[N+](=O)[O-]` | TCR activator: -1%
`O=C(NCC(c1cccs1)N1CCOCC1)c1ccc(Cl)c([N+](=O)[O-])c1` (stereo not drawn) | Menin MLL FP TR: -2%

Three entries picked at random from those above, as already listed:
SMILES	S-ASM inh	A-T KAP1 phos	MBNL1-CUG inh	TCR activator	TSHR antag	PTAP TSG101 blk	Menin MLL FP TR	MLL CXXC-DNA inh	Mito fusion act	a7 integrin act
CC(C)(C)NC(=O)C(c1cccnc1)N(C(=O)c1ccc(Cl)nc1)C1CCCC1 (stereo not drawn)	0%	1%	?	.	-9	-1%	?	8%	6%	-3%
CCOc1ccc(CCNC(=O)COC(=O)c2ccc(S(C)(=O)=O)cc2)cc1OCC	0%	0%	.	-12%	11	1%	.	.	-12%	-11%
CCN(CC)CCN1C(=O)c2oc3ccccc3c(=O)c2C1c1cccc(Br)c1 (stereo not drawn)	-3%	5%	10%	-3%	1	-5%	-11%	-4%	-1%	17%

A portion of the library; rates above refer to the full screens.
